# Screens: PubChem BioAssay, several laboratories
# MRP resist rev – MRP-mediated drug resistance reversal; H69AR cells + 2 uM doxorubicin, CellTiter-Glo, 72 h; differential viability (reversal), % at 10 µM; 85,000 compounds, 0.04% hits; AID 602;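 active = viability drop by adding the cancer drug above about 55%, with treated viability meeting a 40% cutoff, limit read from the data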;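 also: viability without doxorubicin minus viability with 2 µM doxorubicin for each compound; larger differential means the compound sensitizes cells more to doxorubicin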
# PLAP inhibitors HTS – inhibition of human placental alkaline phosphatase – biochemical, luminescence, HTS (AID 690) | 96,000 compounds, 0.08% hits | one-dose inhibition, % at 20 µM; IC50 in µM for titrated hits | purified PLAP, luminescent substrate; higher % means a stronger effect; in the data active = a potency from the dose series; inactive = the rest, 99 in 100 with inhibition below about 30%; also: strong numbers were not always called active
# IL1B NFkB pot – enhances IL-1B driven NFkB nuclear translocation | AID 819 | 94,000 compounds, 0.3% hits | HUVEC IL-1B NFkB p65 nuclear translocation imaging | activation, % at 2 µM;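 active = activation above 40%, about the mean plus 3 SD, also judged a hit on visual image review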;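 also: percent activation is computed from the nuclear over cytoplasmic p65 intensity ratio; values of inactives mirror those of a sister screen read the other way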
# IL1B NFkB inh – blocks IL-1B driven NFkB nuclear translocation in HUVEC cells; HUVEC IL-1B NFkB p65 nuclear translocation imaging; inhibition, % at 2 µM; 94,000 compounds, 0.43% hits; AID 796;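 active = inhibition above about 30% together with a positive call from visual inspection of the well image, limit read from the data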;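 also: nuclear over cytoplasmic p65 intensity ratio measured by imaging; 0% = IL-1B stimulated DMSO wells and 100% = unstimulated DMSO wells; values of inactives mirror those of a sister screen read the other way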
# Bcl-B TR3 displacers – displacers of TR3 peptide from Bcl-B, primary screen, selectivity assay for Bfl-1 inhibitor project, biochemical, fluorescence polarization; FP displacement of FITC-TR3 peptide from Bcl-B; higher % means a stronger effect; displacement, % at 20 µM; hits with a dose series show IC50 in µM; 96,000 compounds, 0.11% hits; AID 748;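 active = displacement above 50% at 20 µM plus a fluorescence interference ratio under 1.5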;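 also: plate controls were wells without compound for no effect and wells lacking Bcl-B protein for full effect; a part of the inactive calls stands beside numbers as strong as those of hits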
# MRP resist rev cytotoxicity – further read-out of MRP resist rev, marked with its call; viability, %; H69AR cells, CellTiter-Glo, 72 h; measured here: cytotoxicity without doxorubicin
# MRP resist rev with doxorubicin – further read-out of MRP resist rev, marked with its call; viability, %; measured here: viability with 2 uM doxorubicin; active compounds read low
# IL1B NFkB inh cell count 2 µM – also measured in IL1B NFkB inh; calls as there; cell count; measured here: cells passing quality filter;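 raw number of nuclei counted in each imaged well without normalization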
# IL1B NFkB pot cell count 2 µM – also measured in IL1B NFkB pot; calls as there; cell count; measured here: cells passing quality filter
# Starred values were filed as active, the others as inactive; nt = no result given.
SMILES,MRP resist rev,MRP resist rev cytotoxicity,MRP resist rev with doxorubicin,PLAP inhibitors HTS,IL1B NFkB pot,IL1B NFkB pot cell count 2 µM,IL1B NFkB inh,IL1B NFkB inh cell count 2 µM,Bcl-B TR3 displacers
O=C1c2ccccc2C(=O)N1c1cccnc1,-9,104,113,14%,-5,145,5,145,-4%
COc1ccccc1CNC(=O)C1CCN(Cc2nc(-c3cccc(Cl)c3)oc2C)CC1,-22,40,62,-76%,6,202,-6,202,-12%
CC(=O)Oc1ccc(C)cc1N1C(=O)c2ccc(C(=O)O)cc2C1=O,-10,86,95,-13%,8,126,-8,126,4%
Cn1c(/N=C/c2cc(Cl)ccc2O)nc2ccccc21,-6,90,96,5%,5,199,-5,199,1%
C=C(C)COc1ccc(-c2n[nH]c(C)c2-c2ccc(OC)cc2)c(O)c1,-27,14,40,-57%,3,159,-3,159,4%
CCOC(=O)CN1CC23C=CC(O2)C(C(=O)NC2CCCC2)C3C1=O (stereo not drawn),2,94,92,-21%,nt,nt,nt,nt,-3%
CCOc1cc(-c2noc(N)c2C(=O)OC)cc(OCC)c1OCC,-15,23,38,20%,12,81,-12,81,6%
CCC(NC(=O)Nc1nnc(C(F)(F)F)s1)(C(F)(F)F)C(F)(F)F,-5,6,11,-2%,29,127,-29,127,-5%
COC(=O)C1=C(C)N=C2SC(C#N)=C(N)N2C1c1ccc(OC)cc1 (stereo not drawn),nt,nt,nt,-13%,nt,nt,nt,nt,-4%
CSc1nc(C)cc(SC(C(C)=O)C(=O)Nc2ccccc2)n1 (stereo not drawn),5,100,96,-20%,-7,143,7,143,-4%
NC(=O)C1(N2CCCCC2)CCN(CC(=O)Nc2ccccc2-c2ccccc2)CC1,-10,50,60,-9%,4,108,-4,108,-8%
CC(C)OC(=O)c1cccc(C(=O)Oc2ccccc2)n1,-9,91,100,4%,14,73,-14,73,-2%
CCc1cc2c(=O)n(Cc3ccco3)c(SCc3c(C)noc3C)nc2s1,-42,13,55,-16%,31,142,-30,142,-31%
COc1cc(C2NC(=O)NC(C)=C2C(=O)OC2CCCC(C)C2)ccc1O (stereo not drawn),5,102,97,2%,2,76,-2,76,2%
Cc1cccc(OCC(=O)N2CCC(N3CCCCCC3)CC2)c1,18,95,76,-42%,9,100,-9,100,11%
Cn1cc(/C(Cc2ccccc2)=N\O)c2ccccc21,-17,87,103,8%,nt,nt,nt,nt,13%
Cc1ccc(CN2CCNC(=O)C2CC(=O)O)cc1 (stereo not drawn),3,99,97,-30%,nt,nt,nt,nt,-1%
Cc1ccc2c(COC(=O)c3n[nH]c4ccccc34)cc(=O)oc2c1,14,83,69,-23%,nt,nt,nt,nt,-17%
O=C(CSc1ncc(-c2ccc(F)cc2)[nH]1)N1CCCCC1,-65,29,94,-24%,2,120,-2,120,4%
COC(Cc1nnc(SC)n1-c1ccccc1)OC,nt,nt,nt,10%,16,166,-16,166,8%
CC(C)Cn1c(-c2cccs2)nc2nc3ccccc3nc21,9,97,88,-8%,5,122,-5,122,0%
O=C1C=C(NCc2ccc(Cl)c(Cl)c2)C2(CCCCC2)O1,16,103,87,13%,-7,169,7,169,0%
Nn1c(SCC(=O)Nc2ccc(F)cc2)nnc1-c1ccccn1,1,95,93,-5%,-7,96,6,96,0%
C=C(C)C1Cc2nc(N)nc(C)c2C1 (stereo not drawn),-5,89,94,-7%,8,125,-8,125,-15%
Cc1cc(C)n(-c2ncnc3c2oc2ccccc23)n1,8,88,80,19%,-4,212,4,212,-12%

# Single records (already shown).
# CCC(NC(=O)Nc1nnc(C(F)(F)F)s1)(C(F)(F)F)C(F)(F)F is entered as MRP resist rev = -5; MRP resist rev cytotoxicity = 6; MRP resist rev with doxorubicin = 11; PLAP inhibitors HTS = -2%; IL1B NFkB pot = 29; IL1B NFkB pot cell count 2 µM = 127; IL1B NFkB inh = -29; IL1B NFkB inh cell count 2 µM = 127; Bcl-B TR3 displacers = -5%
# CC(C)Cn1c(-c2cccs2)nc2nc3ccccc3nc21 is entered as MRP resist rev = 9; MRP resist rev cytotoxicity = 97; MRP resist rev with doxorubicin = 88; PLAP inhibitors HTS = -8%; IL1B NFkB pot = 5; IL1B NFkB pot cell count 2 µM = 122; IL1B NFkB inh = -5; IL1B NFkB inh cell count 2 µM = 122; Bcl-B TR3 displacers = 0%

# Following part
SMILES,MRP resist rev,MRP resist rev cytotoxicity,MRP resist rev with doxorubicin,PLAP inhibitors HTS,IL1B NFkB pot,IL1B NFkB pot cell count 2 µM,IL1B NFkB inh,IL1B NFkB inh cell count 2 µM,Bcl-B TR3 displacers
O=C(N/N=C/c1ccc(OCCCF)cc1)c1cc(OCC(F)(F)F)ccc1OCC(F)(F)F,nt,nt,nt,-1%,5,160,-5,160,-13%
COCCNC(=O)c1cc(Br)ccc1Cl,2,94,91,21%,-2,73,2,73,-4%
O=C(Cc1c(F)c(F)c(F)c(F)c1F)OC12CC3CC(C1)C(=O)C(C3)C2,11,84,74,-21%,nt,nt,nt,nt,2%
COc1ccc(-c2nnc(SCC(=O)Nc3sc4c(c3C#N)CCCC4)n2-c2ccccc2)cc1,1,2,2,nt,4,127,-4,127,nt
O/N=C/c1cc(Br)ccc1OCc1ccccc1F,nt,nt,nt,nt,10,125,-10,125,nt
Cc1ccc(N(CC(=O)N/N=C/c2cc(C)n(-c3ccccc3)c2C)S(C)(=O)=O)c(C)c1,nt,nt,nt,-32%,2,179,-2,179,-11%
CCN1CCN(c2ncc(C(=O)Nc3c(F)cc(F)cc3Br)c3ccccc23)CC1,-16,21,37,-51%,nt,nt,nt,nt,3%
CCN(CCCNC(=O)COc1cc(=O)n(C)c2ccccc12)c1ccccc1,12,74,62,-45%,0,162,0,162,1%
CCOC(=O)c1ccccc1OCc1cc(/C=N/n2cnnc2)ccc1OC,-38,35,74,-7%,-2,153,2,153,-7%
CCCn1c(C(O)c2ccc(OC)cc2)nc2ccccc21 (stereo not drawn),-5,80,85,nt,-2,104,2,104,nt
Cc1cccc(NC(=O)COC(=O)CNC(=O)C2CCCCC2)c1,17,110,93,10%,6,46,-6,46,-15%
O=C(CSCC(=O)NC1CC1)Nc1ccc2ccccc2c1,-3,91,94,nt,9,113,-9,113,nt
O=C(NC(=S)Nc1ccccc1N1CCCCC1)c1ccc(-c2cccc([N+](=O)[O-])c2)o1,-2,93,95,-34%,1,179,-1,179,5%
CCOC(=O)c1cc2sccc2n1CC(=O)OC(C)C,17,89,72,-42%,4,76,-4,76,-2%
CCCCCC(=O)NC(=S)NNC(=O)CC,8,95,86,-219%,13,76,-13,76,0%
CCC1(CC)NC(=O)N(CC(=O)Nc2sc3c(c2C(N)=O)CCC3)C1=O,13,87,74,-48%,37,117,-37,117,13%
COCCn1c(CN(C)Cc2ccccc2)nc2c1c(=O)n(C)c(=O)n2C,10,91,80,-24%,5,131,-5,131,-9%
CN(C)S(=O)(=O)N1CCN(CC(=O)Nc2cc(Cl)ccc2Cl)CC1,-18,70,88,-30%,-2,108,2,108,-5%
CCOC(=O)c1cnn(-c2nc(SC)nc3sc4c(c23)CCC4)c1N,4,102,97,6%,1,114,-1,114,-4%
Cn1ncc2c(Nc3ccccc3Br)ncnc21,9,90,81,15%,nt,nt,nt,nt,0%
CN(c1ncc(C(F)(F)F)cc1Cl)n1cc(C(=O)O)c2ccccc2c1=O,5,109,104,12%,13,166,-13,166,-1%
CS(=O)(=O)N(CC(=O)Nc1ccc(Cl)c(Cl)c1)C1CCCCC1,-18,17,35,23%,6,145,-6,145,4%
CCOc1ccc2c(c1)sc(=NC(=O)C1CC1)n2C,-6,95,101,-2%,7,58,-7,58,-3%
CCOC(=O)N1CCC(NC(=O)C2CCCN(C(=O)N3CCOc4ccccc43)C2)CC1 (stereo not drawn),9,91,82,-67%,nt,nt,nt,nt,3%
CCCS(=O)(=O)N1CCC(C(=O)NCCN(C)Cc2ccccc2)CC1,-6,99,105,7%,32,146,-32,146,-7%
# (further entries)
SMILES,MRP resist rev,MRP resist rev cytotoxicity,MRP resist rev with doxorubicin,PLAP inhibitors HTS,IL1B NFkB pot,IL1B NFkB pot cell count 2 µM,IL1B NFkB inh,IL1B NFkB inh cell count 2 µM,Bcl-B TR3 displacers
COC(=O)c1[nH]c2ccc(C)cc2c1NS(=O)(=O)c1ccc(F)c(C)c1,-6,80,87,-1%,-6,109,6,109,-4%
Cn1nnc2c(sc3nc(N4CCOCC4)c4c(c32)CCCC4)c1=O,2,79,77,9%,nt,nt,nt,nt,0%
CCOC(=O)n1c(=O)oc2cc(S(=O)(=O)N3CCOCC3)ccc21,2,98,96,10%,-3,139,3,139,-7%
COc1cccc(Nc2nc(-c3cccc(N4C(=O)c5ccccc5C4=O)c3)cs2)c1,nt,nt,nt,-3%,-8,96,8,96,-9%
CCOC(=O)N1CCN(S(=O)(=O)c2ccc(C)c(C)c2C)CC1,11,85,74,-22%,-10,180,10,180,-6%
C=CCSc1nc2c(c(=O)[nH]c(=O)n2C)n1C/C=C(/C)Cl,-7,89,96,-5%,7,140,-7,140,12%
COC(=O)c1ccc(C)c(NS(=O)(=O)c2ccc(OC)c(OC)c2)c1,1,91,90,-12%,nt,nt,nt,nt,-10%
CN1C(=O)NC(c2ccccc2)C2=C1CN(CCc1ccccc1)C2=O (stereo not drawn),13,92,79,13%,-1,146,1,146,2%
CC(=O)Nc1ccccc1-c1nc2ccccc2nc1OCC(=O)c1ccc2ccccc2c1,nt,nt,nt,-38%,-2,114,2,114,-6%
O=C(O)CC(NC(=O)COc1ccc(Cl)cc1Cl)C(=O)O (stereo not drawn),-3,86,89,2%,8,112,-8,112,-6%
CC1=Nc2ccccc2/C1=C\c1nc(-c2ccccc2)oc1O,nt,nt,nt,17%,0,155,0,155,-46%
COc1ccc(C(c2nnnn2Cc2ccccc2)N2CCN(C(=O)c3ccco3)CC2)cc1OC (stereo not drawn),7,99,92,-59%,9,168,-9,168,4%
CCNc1nc(Cl)nc(NCc2ccccc2)n1,nt,nt,nt,56%,-5,160,5,160,-2%
Cc1cc(C)c(C)c(OCCCn2ccnc2)c1,4,93,90,-24%,26,170,-26,170,10%
Cc1ccsc1C(=O)OCC(=O)NCc1ccc2c(c1)OCO2,9,101,92,10%,nt,nt,nt,nt,17%
Cn1c(NCc2cc(Br)ccc2O)nc2ccccc21,1,86,86,-17%,12,133,-12,133,1%
Cc1c(C(=O)NCC2CCCO2)oc2ccc(S(=O)(=O)N3CCCC3)cc12 (stereo not drawn),-4,79,83,2%,nt,nt,nt,nt,-4%
Cc1csc(NC(=O)Cc2nn(C)c(=O)c3ccccc23)n1,24,102,79,1%,18,78,-18,78,1%
CCOC(=O)c1c(C)n(C)c2ccc(O)c(CN3CCC(C)CC3)c12,-5,64,69,9%,11,145,-11,145,6%
O=C(c1cc(-c2ccccc2Cl)on1)N1CCN(C(=O)c2ccco2)CC1,-20,67,87,2%,-3,129,3,129,6%
COc1ccccc1CNC(=O)CCCOc1cc(=O)n(C)c2ccccc12,-6,61,67,-15%,9,156,-10,156,-2%
COc1ccc(CN(Cc2cc3cc4c(cc3[nH]c2=O)OCO4)C(=O)NC2CCCCC2)cc1,nt,nt,nt,-56%,3,116,-3,116,-5%
O=c1cc(CN2CCOCC2)c2c(ccc3ccccc32)o1,-17,74,91,6%,13,135,-13,135,2%
Cc1ccc2c(c1)NC(C(C)(C)C)CO2 (stereo not drawn),-4,91,95,3%,-12,182,12,182,-4%
CCn1nc(C)c(NC(=O)CCCSc2nc(-c3ccco3)cc(C(F)(F)F)n2)c1C,nt,nt,nt,-45%,13,167,-13,167,-4%
O=C1C(Cl)=C(NCC2CCCO2)C(=O)N1C1CCCCC1 (stereo not drawn),-7,68,76,-29%,12,101,-12,101,-18%
CC(=O)[C@@H]1[C@@H]2C(=O)N(C3CCCCC3)C(=O)[C@@H]2C2c3ccccc3C=CN21 (stereo partly drawn),13,95,82,-52%,6,156,-6,156,18%
O=C(O)c1ccc(COc2ccccc2Cl)cc1,18,107,89,-3%,25,89,-25,89,6%
CC(=O)c1c(C)c[nH]c1C,2,94,93,15%,nt,nt,nt,nt,-5%
Cc1nc(NC(CC(C)C)C(=O)O)c2nc(C)oc2n1 (stereo not drawn),-2,96,98,-10%,15,175,-14,175,-2%

# These rows are one share of the data; the hit share may differ from the screen's.
